# High-throughput results as filed in PubChem BioAssay.
# EP2 antag – blocks the human prostaglandin E2 receptor EP2 | C6 glioma cells expressing human EP2, cAMP TR-FRET; cells stimulated with saturating PGE2 | inhibition, % at 25 µM | actives 0.52% (n = 260,000) | AID 1422;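 active = percent inhibition above 40 after rounding to a whole number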;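 note: rat C6 glioma host cells with rolipram phosphodiesterase inhibitor present; the protocol text gives 20 µM as final concentration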
# Target sequence (P43116 whole entry, looked up): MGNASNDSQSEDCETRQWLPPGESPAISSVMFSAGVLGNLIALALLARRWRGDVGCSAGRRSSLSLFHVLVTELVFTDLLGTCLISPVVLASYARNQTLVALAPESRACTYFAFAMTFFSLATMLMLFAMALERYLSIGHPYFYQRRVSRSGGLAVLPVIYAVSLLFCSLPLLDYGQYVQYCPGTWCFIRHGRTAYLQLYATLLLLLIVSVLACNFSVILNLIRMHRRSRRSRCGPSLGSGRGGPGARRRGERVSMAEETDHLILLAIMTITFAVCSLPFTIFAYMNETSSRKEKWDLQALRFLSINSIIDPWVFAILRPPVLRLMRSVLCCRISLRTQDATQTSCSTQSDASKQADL
# PPC-1+TRAIL kill – PPC-1 cancer cell killing with TRAIL present | actives 0.41% (n = 220,000) | cell killing (% activity), % at 4 µM | AID 1443 | PPC-1 cells + TRAIL, ATPLite viability luminescence;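 active = cell killing above 50% in the first pass at 4 µM, then a duplicate retest at 5 µM averaging 50% or more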;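 note: plate controls were cells with TRAIL plus DMSO for no effect and medium-only wells lacking cells for full effect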
# TRPN1 ag – agonists of zebrafish TRPN1 channel. HEK293 zebrafish TRPN1-YFP, Fluo-8 calcium fluorescence; 100% = response to 87 µM carbachol. activation, % at 3 µM. actives 0.18% (n = 220,000);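 active = activation above its plate's cutoff, the mean activation of test wells on that plate plus 3 SD, cut at about 19% in these data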;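 note: 0% = DMSO alone and 100% = 87 µM carbachol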
#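 Material: zebrafish TRPN1-YFP in HEK293 cells. Doses: one dose of 3 µM, 0.3% DMSO. Incubation: dye 1 h 37 °C plus 30 min RT. Measured by: intracellular calcium fluorescence with Fluo-8.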
# EP2 mod – modulates human prostaglandin E2 receptor EP2 signaling. P43116. EP2-expressing cells, cAMP HTRF FRET, PGE2 co-stimulation. induction, % at 25 µM. actives 0.83% (n = 260,000);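 active = compounds whose cAMP rise, as percent of the full-agonist control response, exceeds 60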;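 note: rat C6 glioma line stably carrying human EP2 under a CMV promoter; the protocol text gives 20 µM as final concentration; 100% = response of wells given 1 µM PGE2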
# CHOP inh – inhibitors of CHOP induction in ER stress response; CHO-K1 CHOP-promoter luciferase, tunicamycin-induced, 15-18 h; inhibition, % at 10 µM; actives 3.8% (n = 220,000);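 active = compounds that reduced the stress-induced luciferase reporter signal by more than about 70% of percent inhibition, limit read from the data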;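 note: 0% = tunicamycin plus vehicle and 100% = wells without tunicamycin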
# 14-3-3 Bad PPI – disrupts binding of bovine 14-3-3 zeta to phospho-Bad peptide; actives 0.71% (n = 220,000); inhibition, % at 21.7 µM; P63103; TR-FRET 14-3-3zeta/Dy647-pBad peptide displacement, 1 h;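 active = inhibition above about 70%, limit read from the data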;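 note: 0% = full 14-3-3 plus peptide FRET controls and 100% = background without 14-3-3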
# Target sequence (P63103 whole entry, looked up): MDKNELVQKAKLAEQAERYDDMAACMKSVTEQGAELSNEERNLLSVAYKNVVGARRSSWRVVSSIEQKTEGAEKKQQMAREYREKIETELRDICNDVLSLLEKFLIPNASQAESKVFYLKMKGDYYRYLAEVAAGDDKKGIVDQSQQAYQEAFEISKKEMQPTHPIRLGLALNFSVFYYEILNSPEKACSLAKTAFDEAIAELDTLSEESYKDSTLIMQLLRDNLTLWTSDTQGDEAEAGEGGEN
# TRPML3 ag – agonists of human TRPML3 channel | activation, % at 3 µM | Q8TDD5 | HEK293 TRPML3-YFP, Fluo-8 calcium fluorescence; 100% = the carbachol control signal | actives 0.29% (n = 220,000);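 active = activation above its plate's cutoff, the mean activation of the plate's test wells plus 3 SD, cut at about 12% in these data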;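 note: 0% = DMSO only wells and 100% = carbachol wells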
#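 Test system – HEK293 line with stable expression of human TRPML3-YFP channel · Control set – carbachol 87 µM final as high control (100%), DMSO as low control (0%) · Signal – Fluo-8 calcium dye fluorescence, ex 470-495, em 515-575 nm · Incubation – 1-h 37 °C dye load, 5-s basal, 120-s post-compound reads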
# NPY Y1 blocker – blocks the human neuropeptide Y Y1 receptor; HEK293-CNG Y1 cells, membrane potential fluorescence; NPY at EC95, then isoproterenol; inhibition, % at 3.6 µM; actives 1% (n = 200,000);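 active = inhibition above the campaign mean inhibition of all tested compounds plus 3 SD, cut at about 20% in these data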;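 note: 0% = DMSO wells given NPY plus isoproterenol and 100% = isoproterenol alone without NPY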
# Target sequence (P25929 whole entry, looked up): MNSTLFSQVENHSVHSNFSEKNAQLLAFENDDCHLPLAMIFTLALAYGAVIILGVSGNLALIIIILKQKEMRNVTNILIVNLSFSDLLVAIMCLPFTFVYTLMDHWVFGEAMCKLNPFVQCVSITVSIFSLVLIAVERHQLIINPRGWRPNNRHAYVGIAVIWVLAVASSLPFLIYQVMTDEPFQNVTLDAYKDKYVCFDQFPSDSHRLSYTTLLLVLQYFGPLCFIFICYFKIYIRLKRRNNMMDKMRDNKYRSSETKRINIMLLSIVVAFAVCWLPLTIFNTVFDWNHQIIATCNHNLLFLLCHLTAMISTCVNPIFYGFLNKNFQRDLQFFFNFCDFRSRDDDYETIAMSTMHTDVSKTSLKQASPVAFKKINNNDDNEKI
#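 Material: HEK293 Y1/CNG channel cell line | Also added: NPY (25 nM), isoproterenol (1 µM), Ro 20-1724 (25 µM) | Compound: One concentration, 3.6 µM, in 0.4% DMSO | Schedule: 3 h dye uptake, 1 h room-temperature compound, 45 min post-isoproterenol | Signal: Membrane-potential fluorescent dye readout | Read-out: % inhibition of NPY effect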
# NPY-Y1 PAM-ag – potentiators or agonists of human neuropeptide Y receptor Y1; P25929; NPY-Y1 expressing cells, potentiator/agonist activation; activation, % at 3.6 µM; actives 0.37% (n = 220,000); AID 1304; in the data active = activation above about 33%, passing the limit was not always enough;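 note: cells stimulated with NPY at EC10 then isoproterenol at EC100; 0% = low agonist plus stimulus and 100% = saturating agonist plus stimulus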
# * marks the source's active call; other numbers are inactive results; . = not tested or not shown; & = joins results of further samples; [ ] = another dose, or the depositor's remark. These rows are one share of the data (hit frequency here may not be typical).
# Every second line gives: EP2 antag	PPC-1+TRAIL kill	TRPN1 ag	EP2 mod	CHOP inh	14-3-3 Bad PPI	TRPML3 ag	NPY Y1 blocker	NPY-Y1 PAM-ag
O=C(COC(=O)c1cc[n+]([O-])cc1)Nc1cccc(Cl)c1Cl
→ 6.6	-26.7	0.5	-21.8	-3.4	-1.1	1.1	-1.8	-17.5
N#Cc1cn(CC(=O)NCc2cccnc2)c2ccccc12
→ 19.3	20.5	-0.8	5.2	34.4	-4.2	0.3	4.7	-9.8
C/C=C/C(=O)OCC(=O)NC(=O)NC(C)C
→ 9.1	12.2	-0.6	27.1	-0.7	-3.4[fluorescence artefact?]	0.6	4.2	-13.1
COc1ccccc1OCCSc1nnnn1C1CCCCC1
→ 8.3	.	0.0	-1.6	14.8	-3.1	0.7	2.8	-6.3
COc1ccc(CCNC(=O)CSc2nn(-c3ccccc3)c(=S)s2)cc1
→ 4.2	2.3	-2.3	-14.4	10.0	-2.2	-0.3	.	-26.1
CC1Cc2ccccc2N1C(=O)C1CCCN1S(=O)(=O)c1ccc(Cl)cc1 (centres undefined)
→ .	-3.9	1.1	9.7	36.1	-0.2	0.9	3.7	-5.5
CCNC(=O)N1CCN(C(=O)NCC)CC1
→ 8.8	27.1	-0.1	9.1	16.1	-10.1	0.4	2.7	-3.1
CC[C@@H](C)C(NC(=O)OC(C)(C)C)c1cn([C@@H](Cc2ccc(O)cc2)C(=O)N2CCN(C(=O)OC(C)(C)C)CC2)nn1 (some centres undefined)
→ 12.0	9.1	-2.2	-2.0	-13.7	2.2	-1.2	-7.6	19.2
O=C(Nc1nc2ccccc2s1)c1ccc(OCC2CCCO2)cc1 (centres undefined)
→ 12.8	22.5	7.6	-29.5	25.8	-0.3[fluorescence artefact?]	2.6	-4.5	11.4
O=C(CCC(=O)N/N=C/c1cc(Cl)cc(Cl)c1O)NCc1ccccc1
→ 11.1	6.9	1.2	-12.1	25.0	-21.3	1.0	5.7	13.6
O=C(COc1ccc2ccccc2c1)Nc1nccs1
→ -0.3	45.9	0.6	-20.2	38.8	-16.5	0.2	-1.6	-0.2
COc1ccc(/C=N/n2c(-c3cccs3)n[nH]c2=S)cc1
→ 17.6	1.7	-1.6	14.1	-3.4	-10.5	-0.7	1.8	25.8
NCCCCCC(=O)N/N=C/c1ccc2nccnc2c1
→ 3.6	8.5	1.2	-15.4	16.6	8.5	0.7	.	-13.0
CC1CC(=O)C2=C(C1)OC(N)=C(C#N)C2c1coc2ccccc2c1=O (centres undefined)
→ 11.4	26.1	0.7	7.1	32.5	9.8	1.1	-5.1	-0.9
Cc1cc(Cl)ccc1OCc1n[nH]c(=S)n1C1CCCCC1
→ 2.9	3.3	0.2	-8.5	102.9*	0.7[fluorescence artefact?]	-0.4	0.6	12.7
CSCCC(NS(=O)(=O)/C=C/c1ccccc1)C(=O)N1CCC(C)CC1 (centres undefined)
→ 8.7	.	-0.2	2.0	33.0	-4.3	0.8	1.7	3.8
CCOC(=O)N1CCN(C(=O)c2n[nH]c(=O)c3ccccc23)CC1
→ 16.9	-0.2	-0.3	28.6	-30.6	-10.1	0.3	-1.5	14.3
Cc1ccc(S(=O)(=O)N2CC(O)CC2C(=O)OCc2nc3sc(C)c(C)c3c(=O)[nH]2)cc1 (centres undefined)
→ 11.4	15.3	-1.1	-6.3	18.1	-4.1	-0.2	-0.6	-15.8
CC(=O)NC1CC(C)(C)N(OC(C)=O)C(C)(C)C1
→ 3.9	9.9	0.6	-2.0	-1.6	17.6[fluorescence artefact?]	0.9	-0.9	0.9
CC1CCN(S(=O)(=O)c2cccc(-c3csc(-c4cccnc4)n3)c2)CC1
→ 6.2	3.4	-0.3	-11.2	33.6	0.2	0.1	5.9	-16.7
O=C(CSc1nc2c(c(=O)n1-c1ccccc1)SCC2)N1CCN(c2ccccc2)CC1
→ 8.9	43.3	-0.3	-30.5	20.5	-12.2	-0.1	1.9	4.0
COc1ccc(Cl)cc1NC(=O)NC1CCCCC1
→ 17.0	6.6	-0.1	-28.6	18.8	0.5	0.3	2.7	0.4
CCCNC(=O)CSc1nc2[nH]ncc2c(=O)[nH]1
→ 2.7	16.1	0.6	22.5	10.4	-18.7	1.5	6.7	13.6
O=C(NN=C1c2ccccc2-c2ccccc21)c1cccc(Br)c1
→ 10.2	5.5	-0.5	3.6	76.6*	-2.0	0.8	-1.0	-4.9
CCOC(=O)/C(=C\c1c[nH]c2ccccc12)NC(C)=O
→ 4.2	20.7	0.2	-5.3	3.5	-1.2	0.2	-3.4	1.5
CCOC(=O)c1[nH]cnc1C(=O)Nc1cccc(N)n1
→ 6.4	9.7	.	-3.6	-25.0	-0.1	.	.	.
COC(=O)C1=C(C)NC(=S)NC1c1ccc(-c2cccc(Cl)c2)o1 (centres undefined)
→ 5.1	5.5	-1.5	10.6	37.3	-23.3	0.1	-0.2	1.1
CC(=O)Nc1ccc(Nc2cc(-c3ccccc3)nc3ncnn23)cc1
→ 9.0	5.2	0.0	-14.7	33.4	6.0	0.2	0.2	6.3
Cc1ccc(NC(=O)Cn2nnc(C(=O)NCc3ccccc3)c2N)cc1C
→ 4.6	2.7	0.7	1.4	23.4	17.3	-0.1	-1.9	-7.5
O=C(Nc1ccc(N2CCOCC2)cc1)c1nc2ccccc2s1
→ 2.8	33.4	2.4	6.8	22.7	-3.6	0.5	.	9.8
NC(=O)N/N=C\c1cccs1
→ 9.3	8.9	1.7	28.0	14.9	4.6	0.4	.	2.1
O=C(/C=C/c1cccs1)c1ccc(NC(=O)c2cccc(Br)c2)cc1
→ 12.0	-4.0	1.0	-0.6	-42.7	-0.7	0.7	-6.4	15.3
Cc1ccc2nc(-c3ccc(NC(=O)CN4C(=O)c5ccccc5C4=O)cc3)sc2c1
→ 7.8	36.0	0.1	-9.2	26.5	14.9	1.2	-3.6	-2.4
CC(C)NC(=O)COC(=O)c1ccc(Oc2ccccc2)cc1
→ 11.8	-25.7	3.4	-14.9	41.9	-1.7	1.4	14.1	-0.2
COCCNc1nnc(SCC(=O)c2ccc3c(c2)OCO3)s1
→ 5.6	0.3	0.4	-13.1	49.2	-4.3	-0.1	3.6	-1.1
Cc1nnc(SCC(=O)Nc2nnc(SCc3cccc(Br)c3)s2)s1
→ 5.1	6.5	0.0	-15.2	-11.5	18.1	0.0	8.3	9.7
N=C1/C(=C/c2ccc(OC(=O)c3ccco3)cc2)C(=O)N=C2SC=CN12
→ 3.6	1.8	1.1	-29.9	-16.2	1.0	0.6	-0.6	-6.5
COc1ccc(CNC(=O)c2cc(-c3cc(C)cc(C)c3O)n[nH]2)cc1
→ 30.5	-18.1	-2.1	-88.6	-6.4	3.1	-0.8	.	-4.1
CCOc1ccc(CCNC(=O)Cc2nn[nH]n2)cc1OCC
→ 10.6	10.4	0.9	17.6	1.5	-8.8	1.2	-3.1	5.1
Cc1c(/C=N/Nc2ccc(F)cc2)c(O)n(C)c(=O)c1C#N
→ 8.0	6.3	2.2	1.6	5.8	-11.2	1.5	-1.6	10.4

# Arranged by count of non-hydrogen atoms (smallest number first): 4 of the compounds above
# Every second line gives: EP2 antag	PPC-1+TRAIL kill	TRPN1 ag	EP2 mod	CHOP inh	14-3-3 Bad PPI	TRPML3 ag	NPY Y1 blocker	NPY-Y1 PAM-ag
Cc1c(/C=N/Nc2ccc(F)cc2)c(O)n(C)c(=O)c1C#N
→ 8.0	6.3	2.2	1.6	5.8	-11.2	1.5	-1.6	10.4
Cc1nnc(SCC(=O)Nc2nnc(SCc3cccc(Br)c3)s2)s1
→ 5.1	6.5	0.0	-15.2	-11.5	18.1	0.0	8.3	9.7
COc1ccc(CNC(=O)c2cc(-c3cc(C)cc(C)c3O)n[nH]2)cc1
→ 30.5	-18.1	-2.1	-88.6	-6.4	3.1	-0.8	.	-4.1
Cc1ccc2nc(-c3ccc(NC(=O)CN4C(=O)c5ccccc5C4=O)cc3)sc2c1
→ 7.8	36.0	0.1	-9.2	26.5	14.9	1.2	-3.6	-2.4

# (listing goes on)
# Every second line gives: EP2 antag	PPC-1+TRAIL kill	TRPN1 ag	EP2 mod	CHOP inh	14-3-3 Bad PPI	TRPML3 ag	NPY Y1 blocker	NPY-Y1 PAM-ag
CC(C)(C)c1ccc2c(c1)OC(C(=O)N/N=C\c1ccncc1)CO2 (centres undefined)
→ 12.1	-5.2	5.3	-39.2	10.9	5.8	1.5	.	16.6
O=C1/C(=N\O)Cc2ccccc21
→ 6.5	19.4	-1.0	-5.5	4.5	-0.9	-0.3	0.1	16.1
O=C(NCc1ccccc1)C1=C[C@@H](c2coc3ccccc3c2=O)C[C@@H](OCc2ccc(CO)cc2)O1
→ 5.8	15.8	-0.9	-5.4	15.0	2.1	-0.4	-1.6	-7.2
Cn1c2c(c3ccccc31)CCSC2=O
→ 8.7	-10.8	-1.8	6.1	-5.0	1.4	0.0	9.1	-17.4
COC(=O)c1c(C)oc2cc(Br)c(OCC(=O)C(C)(C)C)cc12
→ 4.0	-6.9	0.0	26.5	-18.1	6.4	0.3	3.8	-14.4
O=C(CN1C(=O)c2ccccc2C1=O)N1CCCCC1
→ 10.8	12.1	1.5	16.6	23.1	7.3	0.6	-1.0	-0.8
Cc1ccc(NC(=O)CSc2nnc(C)c(=O)n2N)c(C)c1
→ 1.6	9.3	1.1	5.6	-1.7	7.6	0.4	-2.7	1.2
Cc1ccc(/C=N/N(C)C2=NS(=O)(=O)c3ccccc32)o1
→ 2.6	17.7	-0.2	-26.5	-4.7	-0.7	0.8	2.0	-4.8
COc1cccc(N2CCN(CC(=O)NCc3cccs3)CC2)c1
→ 36.3	23.5	-0.3	23.8	-10.6	-2.7	0.1	-7.4	-11.5
COc1nc(NCCO)nc(Nc2ccccc2F)n1
→ 7.4&5.0	6.7	-1.6	-30.8&-3.2	3.6	-11.1	0.7	1.6	0.7
Cc1ccc(S(=O)(=O)N2CCN(c3ccnc4cc(Cl)ccc34)CC2)cc1
→ 4.9	3.8	0.5	-57.8	68.6	-1.2	8.7	-1.6	-2.7
CCOc1ccc2c(c1)nc(NCCCO)n2Cc1ccccc1
→ 8.0	2.3	0.7	-8.5	-0.1	-10.5	0.1	.	-3.9
Nc1ccc(-c2nc3ccc([N+](=O)[O-])cc3[nH]2)cc1
→ 6.9	1.7	1.4	-10.7	6.2	-9.9[fluorescence artefact?]	0.4	-2.1	1.7
CCOC(=O)c1c(CC(C)C)csc1NC(=O)C(C)C
→ 9.8	10.3	-0.3	48.0	55.6	0.6	1.2	4.9	9.2
Cn1c(=O)cc(N2CCN(C(=O)c3ccco3)CC2)[nH]c1=O
→ 8.9	8.1	-0.8	14.1	-6.7	3.8	0.0	-4.3	-5.5
O=C(Nc1nnc(-c2cccs2)s1)c1cccc(F)c1
→ 15.4&18.3	20.8	2.3	-50.1&-9.2	93.3*	-8.2	0.8	-2.3	-3.9
